TRHR agonist = qHTS for Small Molecule Agonists and Allosteric Enhancers of Human TRH Receptor: Primary Screen for Agonists | TRHR cells, calcium flux fluo-8, FDSS agonist mode | activation, % at 2 µM | 360,000 compounds, 0.18% hits; note: 0% is about no effect
Target sequence (P34981 whole entry, looked up): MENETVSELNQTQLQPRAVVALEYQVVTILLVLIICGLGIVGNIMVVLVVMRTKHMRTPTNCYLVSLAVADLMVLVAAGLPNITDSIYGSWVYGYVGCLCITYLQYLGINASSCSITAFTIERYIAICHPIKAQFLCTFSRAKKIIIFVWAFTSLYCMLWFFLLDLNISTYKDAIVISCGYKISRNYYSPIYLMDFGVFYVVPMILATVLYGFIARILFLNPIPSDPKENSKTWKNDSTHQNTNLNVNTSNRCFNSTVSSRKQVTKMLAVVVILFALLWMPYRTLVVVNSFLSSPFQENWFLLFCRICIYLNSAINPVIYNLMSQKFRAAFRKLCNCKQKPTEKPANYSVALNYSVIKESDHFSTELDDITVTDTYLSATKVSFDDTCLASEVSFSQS
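Read-out: compound-evoked intracellular calcium rise in TRHR cells, fluo-8 dye, kinetic FDSS fluorescence at 1 s/cycle following a 10-cycle baseline. Cells cultured overnight before dye loading (30 min–1.5 h, RT).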
RXFP1 antagonist = qHTS Assay for Antagonists of the Relaxin Receptor RXFP1. Relaxin receptor 1 (Homo sapiens), Q9HBX9. HEK293-RXFP1, relaxin-stimulated cAMP HTRF, 30 min; hits give low values. activity change, negative = inhibition, % at 57.5 µM. AID 1259400, 2018. 350,000 compounds, 0.59% hits;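 active = activity change of -60% or lower, but not beyond a set lower limit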; note: % is set by controls: 0 for no effect and ±100 for the full control effect
D2 potentiator = HTS Assay for Positive Allosteric Modulators of the Human D2 Dopamine Receptor: Primary Screen for Potentiators; AID 485347, 2010; HEK293 T-REx D2, calcium flux, EC20 dopamine potentiation; potentiation, % at 10 µM; D(2) dopamine receptor (Homo sapiens), P14416; 340,000 compounds, 0.34% hits;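 active = potentiation over 3 SD above the plate norm, cut at about 30% in these data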; note: 0% is about no effect
Target sequence (P14416 whole entry, looked up): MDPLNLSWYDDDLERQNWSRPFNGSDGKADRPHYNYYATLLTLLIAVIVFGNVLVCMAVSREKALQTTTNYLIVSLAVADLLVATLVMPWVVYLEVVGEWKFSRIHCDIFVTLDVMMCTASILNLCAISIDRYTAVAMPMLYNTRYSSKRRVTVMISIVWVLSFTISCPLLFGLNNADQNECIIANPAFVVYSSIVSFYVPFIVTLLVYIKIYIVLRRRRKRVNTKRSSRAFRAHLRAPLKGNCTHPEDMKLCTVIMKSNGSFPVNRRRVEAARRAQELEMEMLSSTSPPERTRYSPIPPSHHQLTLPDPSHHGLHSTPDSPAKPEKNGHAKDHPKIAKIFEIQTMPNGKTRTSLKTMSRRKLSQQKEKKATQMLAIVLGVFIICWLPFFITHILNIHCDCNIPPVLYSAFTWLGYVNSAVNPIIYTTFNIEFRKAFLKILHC
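Tetracycline-induced Hek293 Trex D2 cells, force-coupled to calcium, loaded with no-wash calcium dye. Compound added with 180 s kinetic read for agonism, then EC20 dopamine and a further 180 s read for potentiation.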
D1 ag = Allosteric Agonists of the Human D1 Dopamine Receptor: qHTS | D(1A) dopamine receptor (Homo sapiens), P21728 | HEK293 T-REx D1 cells, calcium flux, agonist mode | activation, % at 2 µM | 360,000 compounds, 1% hits | AID 504660, 2011; note: 0% is about no effect
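Agonism was scored from calcium flux recorded over 180 s (1 read/s) after pintool compound addition, following a 10-cycle baseline. Cells were inducible force-coupled HEK293 TREx D1, plated overnight at 30 C and loaded with no-wash calcium dye.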
TRHR enhancer = qHTS for Small Molecule Agonists and Allosteric Enhancers of Human TRH Receptor: Primary Screen for Enhancers. Thyrotropin-releasing hormone receptor (Homo sapiens), P34981. AID 493056, 2011. 360,000 compounds, 0.66% hits. enhancement, % at 2 µM. TRHR cells, fluo-8 calcium fluorescence, EC20 TRH enhancement; in the data active = enhancement above about 30%; note: 0% is about no effect
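TRHR-expressing cells loaded with fluo-8 calcium dye were read kinetically (ex 480/em 530) during compound addition, then stimulated with an EC20 of TRH (10 nM final). Enhancement of the Gq-mediated intracellular calcium response was scored.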
D2 agonist = HTS Assay for Allosteric Agonists of the Human D2 Dopamine Receptor: Primary Screen for Agonists; 340,000 compounds, 0.53% hits; HEK293 T-REx D2 cells, calcium flux agonist mode; D(2) dopamine receptor (Homo sapiens), P14416; activation, % at 2 µM;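 active = activation over 3 SD above normal in the single-dose calcium agonist read, cut at about 30% in these data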; note: 0% is about no effect
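Agonism is scored from calcium flux in a force-coupled, inducible HEK293 cell line expressing D2, read kinetically for 180 s after compound addition against dopamine controls.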
D2 antag = HTS Assay for Allosteric Antagonists of the Human D2 Dopamine Receptor: Primary Screen for Antagonists; D(2) dopamine receptor (Homo sapiens), P14416; HEK293 TREx D2 cells, calcium flux, dopamine EC80; inhibition, % at 10 µM; 340,000 compounds, 2% hits; in the data active = inhibition above about 30%; note: 0% is about no effect
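Compounds are added to dye-loaded, induced HEK293 T-REx cells coupled to calcium release via D2; after a 3 min kinetic read an EC80 dopamine stimulus is given and fluorescence is recorded for 3 more min.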
D1 potentiator = Potentiators of Human D1 Dopamine Receptor: qHTS. potentiation, % at 10 µM. 360,000 compounds, 0.036% hits. HEK293 TREx D1 cells, calcium flux, dopamine EC20 potentiation. D(1A) dopamine receptor (Homo sapiens), P21728; in the data active = potentiation above about 30%; note: 0% is about no effect
D1 antag = Antagonist of Human D 1 Dopamine Receptor: qHTS | HEK293 TREx D1 cells, calcium flux, dopamine EC80; hits give low values | activity change, negative = inhibition, % at 10 µM | 360,000 compounds, 3.2% hits | AID 504652, 2011; in the data active = activity change below about -30%; note: % is set by controls: 0 for no effect and ±100 for the full control effect
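Using tetracycline-induced force-coupled D1 Hek293 cells and a calcium dye, signals were followed for 180 s after compound, then for 180 s after EC80 dopamine, to detect inhibitors.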
An asterisk follows results filed as active; / = not tested or not shown. Cut-off read from the data, not from the text of the source, unless noted: active = activation above about 30%; inactive = the rest.

SMILES | TRHR agonist | RXFP1 antagonist | D2 potentiator | D1 ag | TRHR enhancer | D2 agonist | D2 antag | D1 potentiator | D1 antag
COCc1nnc(NC(=O)CC(C)c2ccccc2)s1 (configuration not stated) | -0.7 | -9 | 5 | 1 | 0 | 0.5 | 6 | -2 | -1
CCSc1nc(=O)n(-c2ccccc2)c(C)c1C(C)=O | -0.3 | / | -3 | 2 | -1 | -0.1 | 17 | -4 | 0
O=C(OCC(=O)N1CCCCCC1)c1ccccc1Br | 0.1 | 3 | -9 | 3 | -4 | -0.1 | -26 | / | 7
O=C(COC(=O)C1CSC2(c3ccc(F)cc3)CCC(=O)N12)NC(=O)NC1CCCC1 (configuration not stated) | -0.3 | -2 | -3 | 3 | -2 | 0.3 | 10 | 1 | -5
Cc1cc(C)c2cc(CN(Cc3ccc4c(c3)OCO4)Cc3nnnn3Cc3ccco3)c(=O)[nH]c2c1 | 0.6 | -7 | -10 | 1 | 12 | 0.6 | -16 | 4 | -17
COc1ccc(C)cc1-n1c(C)cc(C=O)c1C | 1.2 | -2 | 1 | 1 | -3 | -0.9 | -21 | -2 | -18
O=C(CCCc1nc(-c2ccco2)no1)Nc1ccccc1[N+](=O)[O-] | 0.3 | 3 | 21 | 1 | 3 | / | / | 0 | -11
O=C(Cc1ccc(Cl)cc1)NNC(=O)C1CC=CCC1C(=O)O (configuration not stated) | -0.2 | / | 1 | -1 | 5 | 0.7 | -12 | -4 | 3
CCOC(=O)C1(Cc2ccccc2Cl)CCN(S(=O)(=O)N(C)C)CC1 | 0.0 | -2 | 0 | 5 | -8 | 2.4 | -1 | -7 | -12
COc1cc(/C=C(\C#N)C(=O)c2c[nH]c3ccccc23)cc(OC)c1O | 20 | -17 | 2 | 45* | -1 | 8.7 | 1 | -2 | -4
COc1ccccc1CNC(=O)CSc1nc(C)cs1 | -0.2 | -4 | 7 | 2 | 4 | -0.4 | 1 | -5 | 4
COc1ccc(N2C(=O)CC(NC3CCCCNC3=O)C2=O)cc1 (configuration not stated) | 0.1 | -13 | -1 | 3 | -2 | 0.2 | -11 | 3 | 3
CCc1ccc(NCc2cccn2-c2nnc(N3CCCCCC3)s2)cc1 | -0.1 | -15 | 9 | 0 | 8 | / | / | 2 | -31*
NC(=O)COc1cccc2cccnc12 | -0.1 | -5 | -24 | 0 | -23 | 0.3 | 27 | -10 | -79*
CCC(=O)N1CCc2cc(S(=O)(=O)CCC(=O)NCc3ccco3)ccc21 | -0.1 | 5 | -2 | 1 | -2 | 0.2 | -3 | -5 | -7
CCN(CC)C(=O)Oc1ccc(OC(=O)N(CC)CC)cc1 | 0.5 | 7 | 19 | 7 | 3 | 0.4 | -6 | 0 | -1
CC(C)n1c(=N)c(C(=O)NCc2cccnc2)cc2c(=O)n3ccccc3nc21 | -0.8 | -1 | 12 | 1 | 3 | -2.0 | / | -2 | 11
Cc1cc(C)c(S(=O)(=O)NCC(=O)NCc2ccccn2)c(C)c1 | 1.1 | -11 | -8 | 1 | -4 | 4.7 | 9 | -7 | /
NS(=O)(=O)c1ccc(-n2ncc3c(=O)[nH]c(SCC(=O)Nc4nccs4)nc32)cc1 | 0.1 | -5 | 0 | -3 | 3 | 0.3 | -2 | -3 | 13
N#Cc1c(NC(=O)CN2CCOCC2)oc(-c2ccccc2)c1-c1ccccc1 | -1.4 | -11 | -5 | 2 | -17 | 4.8 | 13 | 3 | 12
CCN(CC(=O)NCc1ccc(Cl)cc1)S(=O)(=O)c1ccc(NC(C)=O)cc1 | 0.5 | 8 | 0 | 3 | -3 | -0.8 | -11 | 1 | -8
COc1ccc(/C=N/N2CCN(C3c4ccccc4-c4ccccc43)CC2)cc1OC | 0.1 | -25 | 7 | 7 | 4 | 0.7 | 5 | -2 | 6
COc1ccc(C(=O)C2CCCN(C(=O)COc3ccc(C(C)=O)cc3)C2)cc1F (configuration not stated) | -0.3 | -22 | 7 | 4 | 3 | -1.2 | -1 | -3 | 2
O=C1N/C(=N/O)S/C1=C\c1ccccc1-n1cccn1 | -0.2 | -18 | 1 | 2 | 21 | 0.8 | -27 | 0 | -1
O=C(NCc1nnc(SCc2ccccc2)n1-c1ccc(F)cc1)C12CC3CC(CC(C3)C1)C2 | 0.5 | 2 | 9 | 1 | -3 | -0.4 | 2 | -2 | 2

Some entries already given, reduced to D2 agonist and D1 antag:
mol	D2 agonist	D1 antag
CCc1ccc(NCc2cccn2-c2nnc(N3CCCCCC3)s2)cc1	/	-31*
NC(=O)COc1cccc2cccnc12	0.3	-79*
CCC(=O)N1CCc2cc(S(=O)(=O)CCC(=O)NCc3ccco3)ccc21	0.2	-7
CCN(CC)C(=O)Oc1ccc(OC(=O)N(CC)CC)cc1	0.4	-1
CC(C)n1c(=N)c(C(=O)NCc2cccnc2)cc2c(=O)n3ccccc3nc21	-2.0	11

The list continues:
SMILES | TRHR agonist | RXFP1 antagonist | D2 potentiator | D1 ag | TRHR enhancer | D2 agonist | D2 antag | D1 potentiator | D1 antag
COc1ccc(C(=O)NCC(=O)OCC(=O)c2ccc3c(c2)NC(=O)CO3)cc1 | -2.3 | -13 | 13 | 3 | 8 | -0.2 | -16 | 0 | -14
CCCn1nc(C(=O)NC2CC2)c2ccccc2c1=O | 0.0 | -5 | 8 | 0 | 8 | -0.3 | -22 | -9 | 4
COc1ccc(Cl)cc1NC(=S)NCCCN1CCCC1=O | -0.9 | 6 | -8 | 3 | 1 | -0.2 | -17 | -3 | -28
O=C(/C=C/c1ccc([N+](=O)[O-])cc1)NCCOc1ccc(F)cc1 | -0.5 | -7 | / | -2 | 2 | / | / | 17 | -7
O=C(Nc1ccc2oc(=O)ccc2c1)c1cccnc1 | -0.8 | 19 | 11 | 1 | 12 | -0.8 | -12 | -2 | -3
COc1ccc(C2CC(c3cccs3)=NN2C(=O)CSc2nc(=O)n3ccccc3n2)cc1 (configuration not stated) | -0.6 | -19 | 6 | 21 | 3 | -0.4 | 0 | -2 | 6
COc1cccc(C(=O)Nc2nnc(SCC(=O)NC3CCCC3)s2)c1 | 0.4 | 15 | 5 | 1 | 5 | 0.0 | -34 | -1 | 6
COc1ccc(NC(=O)N2CCCCCC2)cc1 | -1.8 | 13 | 16 | 1 | -2 | 1.7 | -4 | -17 | -37*
Cc1ccc(OCCn2c(NC(=O)c3ccco3)nc3ccccc32)cc1 | -0.8 | 2 | / | 5 | 8 | / | / | 3 | 14
CCn1c(CC(=O)Nc2ccccc2C)nnc1SCC(=O)NC1=NCCS1 | 0.7 | -13 | 19 | 4 | -1 | -1.2 | 13 | -5 | 4
COc1ccc(O[C@H]2C=C[C@@H](c3ccccc3)O[C@@H]2CO/N=C/C[C@@H]2C=C[C@H](OC(C)=O)[C@@H](COC(C)=O)O2)cc1 | -0.7 | / | -4 | 9 | -1 | -2.6 | -4 | -4 | -12
COc1ccc(S(=O)(=O)N2CCCC2CNC(=O)C(=O)NCc2cccs2)cc1 (configuration not stated) | 0.2 | -5 | 2 | 1 | 9 | 0.0 | 5 | -1 | -1
O=[N+]([O-])c1ccc(S(=O)(=O)N(CCCN2CCOCC2)Cc2cccs2)cc1 | -0.6 | 4 | -16 | -2 | -5 | -0.2 | 17 | 1 | -8
O=C(CCCN1C(=O)c2ccccc2C1=O)NC1CCCCCC1 | -0.2 | -9 | 4 | -2 | 0 | 0.1 | 24 | 0 | -1
O=C(C1CCCN(S(=O)(=O)c2ccc(Br)cc2)C1)N1CCN(Cc2ccccc2)CC1 (configuration not stated) | -0.2 | 0 | 5 | 2 | 1 | 0.2 | -13 | -4 | 0
O=C(CSCc1ccccc1)N1CCN(S(=O)(=O)c2cccc(F)c2)CC1 | -0.3 | 9 | -5 | 1 | 0 | 0.8 | 9 | -8 | 2
CCCCSc1ncnc2c1sc1nc(N3CCOCC3)c3c(c12)CCCC3 | 0.6 | 1 | 7 | 0 | -6 | 0.5 | / | -4 | 3
NC(=O)Nc1ccccc1C(=O)Nc1ccc2ccccc2c1 | 0.0 | -10 | -4 | 1 | -6 | 0.3 | -1 | 3 | -7
CC(=O)c1cc(N2CCC(C(=O)O)CC2)ccc1[N+](=O)[O-] | 0.0 | 4 | -10 | 3 | 0 | 0.3 | 10 | -3 | 0
O=C(NCCN1CCNC1=O)C1CCC(=O)N(Cc2ccccc2F)C1 (configuration not stated) | 0.4 | -3 | 3 | 2 | 9 | 0.8 | 3 | 6 | 4
c1ccc(CSc2nnc3ccc(-c4ccncc4)nn23)nc1 | 0.3 | 7 | -1 | 5 | -3 | 1.7 | 2 | 3 | 2
Cc1cc2c(cc(C(=O)OC(C(=O)NCc3ccco3)C(C)C)n2C)o1 (configuration not stated) | -0.8 | -5 | 6 | 3 | 0 | -1.2 | -9 | -3 | -14
O=C(CCC1COc2ccccc2O1)NC1CCCCC1 (configuration not stated) | -0.1 | -2 | 0 | 2 | -1 | 0.5 | 10 | 0 | -7
Cc1ccc(O)c(NC(=O)c2ccc3c(c2)C(=O)N(Cc2ccco2)C3=O)c1 | 1.7 | 4 | 4 | 1 | 15 | -0.6 | -18 | -1 | 18
COCCn1c(SCC(=O)Nc2ccc(S(N)(=O)=O)cc2)nc2ccccc21 | 0.0 | -3 | -8 | -1 | 1 | -0.1 | -3 | 2 | /
COCCCn1c(SCC(=O)NC2CCS(=O)(=O)C2)nnc1-c1ccc(Cl)cc1 (configuration not stated) | 2.1 | -4 | 4 | 4 | 1 | 0.1 | -6 | 4 | -9
Fc1cccc(CNc2ncnc3ccc(-c4ccccc4Cl)cc23)c1 | 0.5 | / | / | 0 | 6 | / | / | 1 | -8
CCC(CC)N=C1NS(=O)(=O)c2cc([N+](=O)[O-])ccc21 | 0.1 | 8 | -4 | 10 | -2 | -0.1 | 4 | -8 | 7
COc1ccc(Br)cc1CNC(=O)c1cnc2sc(N3CCCC3)nn2c1=O | 0.4 | -7 | -8 | -1 | 4 | -1.0 | / | -4 | 7

Arranged by SMILES length (lowest first): 3 of the compounds above.
SMILES | TRHR agonist | RXFP1 antagonist | D2 potentiator | D1 ag | TRHR enhancer | D2 agonist | D2 antag | D1 potentiator | D1 antag
COc1ccc(NC(=O)N2CCCCCC2)cc1 | -1.8 | 13 | 16 | 1 | -2 | 1.7 | -4 | -17 | -37*
COc1ccc(C(=O)NCC(=O)OCC(=O)c2ccc3c(c2)NC(=O)CO3)cc1 | -2.3 | -13 | 13 | 3 | 8 | -0.2 | -16 | 0 | -14
O=C(C1CCCN(S(=O)(=O)c2ccc(Br)cc2)C1)N1CCN(Cc2ccccc2)CC1 (configuration not stated) | -0.2 | 0 | 5 | 2 | 1 | 0.2 | -13 | -4 | 0

High-throughput results as filed in PubChem BioAssay.
